# TLR4-MyD88 BLA: inhibitors of TLR4-MyD88 association in cells, primary screen, cell-based, HeLa CL3-4, BLA complementation, FRET ratio. Toll-like receptor 4 (Homo sapiens) + Myeloid differentiation primary response protein …. HeLa CL3-4 TLR4/MyD88 BLA complementation. inhibition, % at 8.4 µM. hit rate 0.18% among 200,000. AID 861, 2007; in the data active = inhibition above about 25%;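 note: 0% = vehicle and 100% = reference inhibitor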
# Target sequence (O00206 whole entry, looked up): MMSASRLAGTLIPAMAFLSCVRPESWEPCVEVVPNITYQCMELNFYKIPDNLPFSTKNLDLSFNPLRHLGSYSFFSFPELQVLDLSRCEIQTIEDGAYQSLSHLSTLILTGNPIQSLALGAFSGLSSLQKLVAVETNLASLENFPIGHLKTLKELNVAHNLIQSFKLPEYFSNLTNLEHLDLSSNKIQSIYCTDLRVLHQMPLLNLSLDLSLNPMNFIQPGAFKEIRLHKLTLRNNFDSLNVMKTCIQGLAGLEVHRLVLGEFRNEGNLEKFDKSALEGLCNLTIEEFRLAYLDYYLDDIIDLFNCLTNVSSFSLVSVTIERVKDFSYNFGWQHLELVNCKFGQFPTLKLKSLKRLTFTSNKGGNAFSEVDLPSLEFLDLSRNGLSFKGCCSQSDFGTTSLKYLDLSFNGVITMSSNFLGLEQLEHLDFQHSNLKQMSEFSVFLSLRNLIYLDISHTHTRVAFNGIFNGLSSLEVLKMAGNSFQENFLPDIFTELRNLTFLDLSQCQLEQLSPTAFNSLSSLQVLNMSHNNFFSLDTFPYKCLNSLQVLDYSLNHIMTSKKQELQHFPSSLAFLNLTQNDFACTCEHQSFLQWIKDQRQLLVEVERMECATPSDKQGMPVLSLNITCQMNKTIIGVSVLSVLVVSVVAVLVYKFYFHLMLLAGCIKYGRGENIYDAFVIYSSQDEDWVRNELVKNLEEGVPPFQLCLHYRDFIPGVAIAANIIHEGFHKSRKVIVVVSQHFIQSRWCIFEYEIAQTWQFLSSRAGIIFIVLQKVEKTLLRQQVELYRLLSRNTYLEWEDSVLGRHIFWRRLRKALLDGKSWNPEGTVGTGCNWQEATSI
# Target sequence (Q99836 whole entry, looked up): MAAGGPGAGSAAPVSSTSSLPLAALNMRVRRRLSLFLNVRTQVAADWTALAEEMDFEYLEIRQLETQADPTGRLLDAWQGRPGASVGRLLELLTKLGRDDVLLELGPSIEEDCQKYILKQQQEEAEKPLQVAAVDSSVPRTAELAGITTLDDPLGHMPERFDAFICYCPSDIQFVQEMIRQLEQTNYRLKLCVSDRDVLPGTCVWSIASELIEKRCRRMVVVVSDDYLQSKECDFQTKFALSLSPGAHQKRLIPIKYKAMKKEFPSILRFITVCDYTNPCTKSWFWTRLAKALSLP
# S1P3 antagonist: S1P3 receptor antagonists, primary screen, cell-based. Sphingosine 1-phosphate receptor 3 (Homo sapiens), Q99500. CHO S1P3 NFAT-BLA reporter, FRET fluorescence, antagonist mode. inhibition, % at 4.98 µM. hit rate 0.27% among 170,000. AID 485, 2006;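 active = inhibition above the plate cutoff, the mean inhibition of test wells on that plate plus 3 SD, cut at about 28% in these data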;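 note: cells challenged with S1P at its EC80 of 0.8 µM; blue over green emission ratio from cleaved BLA substrate after 4 h stimulation; 0% = S1P-stimulated wells and 100% = unstimulated DMSO-only wells; some compounds past the cut are filed as inactive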
# ROMK mod: ROMK potassium channel modulators, primary screen, cell-based, thallium flux, MLSMR library; ATP-sensitive inward rectifier potassium channel 1 (Homo sapiens), P48048; Tet-inducible ROMK, thallium flux fluorescence; actives lie on both sides; B-score at 10 µM; hit rate 2% among 130,000; AID 1918, 2009;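 active = signal ratio slope over the read window, or its plate-corrected B-score, at least 3 SD from the plate mean, either direction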;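 note: B-score of the F/F0 ratio slope over 7 to 12 s after thallium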
# bIAP inhibitor: bovine intestinal alkaline phosphatase inhibitors, primary screen, selectivity assay for TNAP inhibitor project, biochemical, bovine IAP, CDP-star luminescence. alkaline phosphatase, intestinal [Bos taurus]. purified bovine IAP, 30 min. inhibition, % at 20 µM. 190,000 tested, under 10 active;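 active = over 50% inhibition of intestinal alkaline phosphatase at 20 µM in the single-dose screen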
#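 Assay system: bovine IAP enzyme; medium: DEA buffer 100 mM, pH 9.8, with MgCl2 1.0 mM, ZnCl2 0.02 mM; doses: 20 µM single dose; incubation: enzyme reaction for 30 min at room temperature; detection: CDP-star luminescence signal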
# TR-FRET SRC-2 ct: TR-FRET signal artefacts, primary screen, artefact control for PPARgamma SRC-2 agonist project, biochemical; TR-FRET artefact counter-screen; hits give high values; TR-FRET ratio at 8 µM; hit rate 0.4% among 200,000; AID 1049, 2008; in the data active = TR-FRET ratio above about 2000; note: inactives centre near 1500
# PPARg SRC2 recr: agonists of PPARg-SRC-2 recruitment, primary screen, biochemical, HTS | Peroxisome proliferator-activated receptor gamma (Homo sapiens), P37231 | PPARgamma LBD-SRC-2 recruitment | activation, % at 8 µM | hit rate 0.34% among 200,000 | AID 1032, 2008; in the data active = activation above about 22%;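 note: 0% = vehicle and 100% = reference agonist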
# PPARg SRC1 recr: PPARgamma agonists recruiting SRC-1 coactivator, primary screen, biochemical; hit rate 0.41% among 200,000; activation, % at 8 µM; AID 631, 2007; PPARgamma-SRC-1 coactivator recruitment biochemical assay; in the data active = activation above about 19%;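 note: 0% = DMSO and 100% = reference agonist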
# Lmaj promast: Leishmania major promastigote growth inhibition, primary screen; hit rate 9% among 200,000; inhibition, % at 10 µM; Leishmania major promastigotes, resazurin fluorescence viability; AID 1063, 2008; in the data active = inhibition above about 50%;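 note: promastigotes grown with compound for 44 hours at 28 °C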
# DTT redox prof: compounds producing H2O2 with reducing agent – biochemical, NIH compound library profiling, artefact control for MLSCN library redox annotation, primary screen; hit rate 0.03% among 200,000; DTT-dependent redox cycling H2O2, phenol red/HRP absorbance; 100% = 100 µM peroxide control, 0% = buffer; activation, % at 10 µM; AID 878, 2007;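 active = activation of at least 50% relative to the plate's high and low controls in the primary single-dose screen; inactive = activation below 50%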;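 note: compound incubated with DTT at 0.8 mM final as the reducing agent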
# bIAP act: bovine intestinal alkaline phosphatase activators, primary screen, biochemical, bovine IAP, CDP-star luminescence | activation factor at 20 µM | purified bovine IAP, 30 min; hits give high values; fold of DMSO-control signal, blank-subtracted | alkaline phosphatase, intestinal [Bos taurus] | AID 1016, 2008 | hit rate 0.17% among 200,000;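 active = activation factor of 2 or more at 20 µM, a signal rise over negative controls twice the positive control's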
# PPARg SRC3 recr: PPARgamma agonists recruiting SRC-3 coactivator, primary screen, biochemical; hit rate 0.26% among 200,000; activation, % at 8 µM; biochemical PPARgamma/SRC-3 coactivator recruitment assay; AID 731, 2007; Peroxisome proliferator-activated receptor gamma (Homo sapiens), P37231; in the data active = activation above about 23%;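 note: 0% = DMSO and 100% = reference agonist; some compounds past the cut are filed as inactive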
# Numbers without * were called inactive; i = inactive; . = no result given. Not all compounds are listed. The share of hits here may be higher or lower than overall.
SMILES,TLR4-MyD88 BLA,S1P3 antagonist,ROMK mod,bIAP inhibitor,TR-FRET SRC-2 ct,PPARg SRC2 recr,PPARg SRC1 recr,Lmaj promast,DTT redox prof,bIAP act,PPARg SRC3 recr
CCCCNC(=O)Nc1ccc(C(O)(C(=O)OCC)C(F)(F)F)cc1 (centres undefined),-2,.,-0.59,1,1429,11,1,-4,-0.1,1,13
CCN1C(=O)NC(=O)/C(=C/c2cc(C)n(-c3sc(C)c(C)c3C#N)c2C)C1=O,14,-6,.,15,1652,8,-6,0,0.2,0.8,2
CCC1CCCCN1CC(=O)c1ccc(OC(F)F)cc1 (centres undefined),-2,1,.,0,1431,-4,-8,-9,0.1,1,-1
O=C1C2CCN(CC2)[C@@H]1Cc1ccc2ccccc2c1O,7,.,-0.64,7,1436,16,-7,99*,3.1,0.9,5
N#CC1=C(N)Oc2c(c(=O)oc3ccccc23)C1c1ccncc1 (centres undefined),3,.,.,6,1532,2,-2,-5,-2.8,0.9,-4
Oc1c(Br)cc(Br)cc1CN1CCN(Cc2ccccc2)CC1,-8,.,.,-14,1455,6,1,73*,-1.9,1.1,3
O=c1c2ccccc2nc(-c2ccccc2)n1-c1ccccn1,17,-11,.,-4,1549,0,-3,-5,-0.3,1,6
COC(=O)N(c1ccc(OC)cc1)P1(=S)OCCC(C)O1 (centres undefined),5,-9,.,2,1418,-7,-1,0,4.2,1,3
CCC(=NCc1ccco1)c1c(O)n(-c2ccc(OC)cc2)c(=O)[nH]c1=O,8,-46,.,16,1640,5,3,-1,1.9,0.8,6
CCCn1cc(CN2CCCC(C(=O)c3cccc(OC)c3)C2)c(C)n1 (centres undefined),-18,-10,0.24,-2,1731,8,2,26,-0.7,1,6
CC1CCN(C(=O)c2ccc(N3CC4CC(C3)c3cccc(=O)n3C4)c([N+](=O)[O-])c2)CC1 (centres undefined),-13,-1,0.082,1,1490,-6,-4,71*,0.2,1,-1
COC(=O)CC1(Cc2ccccc2)C(=O)NC(=O)NC1=O,9,-34,.,2,1508,3,-9,-5,-3.3,1,-8
NC12CN3CN(CN(C3)C1)C2 (tested in a mixture with another compound),-2,-5,0.29,2,i,i,i,-4,-0.1,1,i
CCOc1ccc(C2SCC(=O)Nc3c2c(=O)[nH]n3C2CCCCCC2)cc1 (centres undefined),3,.,.,-5,1617,4,6,22,-2.7,1.1,2
c1ccc2cc(CC3=NCCN3)ccc2c1,-5,.,-0.21,12,1470,-7,-10,8,-0.2,0.9,0
O=P(c1ccccc1)(c1ccccc1)N1CCCCC1,9,.,0.96,-5,1516,1,-2,-7,0.5,1,-1
Cc1nn(Cc2ccccc2)c(C)c1C(=O)NCc1ccccc1,11,3,0.22,-7,1657,8,8,-2,-0.3,1.1,-1
COc1cc(/C=N/NC(=O)CN2CC(c3ccccc3)CC2=O)ccc1OC(=O)N(C)C (centres undefined),2,.,.,-2,1524,-1,2,-5,2.3,1,4
C/C=C1/CC(C)C(C)(O)C(=O)OCC2CCN3CCC(OC1=O)C23 (centres undefined),4,-12,0.61,8,1506,1,6,-4,-0.5,0.9,7
FC(F)(F)c1cccc(-n2nnnc2C2(N3CCOCC3)CCCCC2)c1,4,.,.,3,1552,2,11,84*,-4.3,1,4
Nc1cccc(N=Cc2c(O)n(Cc3ccc(F)cc3)c(=O)[nH]c2=O)c1,1,-1,.,7,1499,6,1,4,2.5,0.9,-1
Cc1c(C(c2ccccc2Cl)c2c(O)c3ccccc3oc2=O)c(=O)n(-c2ccccc2)n1C (centres undefined),-8,5,0.64,11,1628,9,6,0,0.0,0.9,5
Nc1c(C(=O)NCCCc2ccccc2)c2nc3ccccc3nc2n1Cc1cccs1,-53,.,0.26,-7,1502,-2,-6,48,0.9,1.1,-3
O=C1CN=C(c2ccc(Br)cc2)c2oc3ccccc3c2N1,5,.,.,11,1588,8,6,-5,-8.6,0.9,7
O=c1[nH]c(=S)n(-c2ccc(Br)cc2)c(O)c1C=Nc1ccc(N2CCOCC2)cc1,-5,-3,0.0084,-30,1970,22,17,23,0.1,1.3,9
CC1C(c2cccs2)=[N+]([O-])C(C)(C(=O)c2ccc(Cl)cc2)N1O (centres undefined),1,.,.,.,1626,-3,8,4,-1.0,.,8
CCOc1ccc(-n2c(O)c(C=Nc3ccc(N4CCOCC4)cc3)c(=O)[nH]c2=O)cc1,-4,-1,.,-6,1778,2,0,-5,2.6,1.1,10
COc1ccc(C2=NCC(=O)N(CC(=O)NCc3ccco3)c3sc4c(c32)CCCC4)cc1OC,-9,-21,-0.43,-6,1559,-2,-2,9,0.1,1.1,9
CC1CCCN(C(=O)CCl)C1 (centres undefined),-4,-7,-0.61,-1,1580,5,12,4,-0.8,1,-1
CCN1CC=C(c2c[nH]c3ccccc23)CC1,1,-27,.,11,1485,1,1,99*,0.0,0.9,8
NS(=O)(=O)c1ccc(N=Cc2c(O)n(C3CCCCC3)c(=O)n(C3CCCCC3)c2=O)cc1,1,23,.,-6,1383,-3,0,65*,-0.8,1.1,-2
Cc1ccc(OCC(=O)N2CCN(Cc3ccc4c(c3)OCO4)CC2)cc1,0,-26,-0.99,-21,1814,4,8,83*,-3.2,1.2,0
COc1cc(C(c2c(C)[nH]n(-c3ccccc3)c2=O)c2c(C)[nH]n(-c3ccccc3)c2=O)cc(OC)c1OC,1,.,0.73,5,1655,12,2,95*,-6.7,1,4
N#Cc1ccccc1Cn1cc(C(=O)C2CC2)c2ccccc21,-7,-9,.,12,1726,-1,8,0,2.3,0.9,5
Cc1cccc(N2C(=O)NC(=O)/C(=C/c3ccc(-c4ccc(C(=O)O)c(Cl)c4)o3)C2=O)c1,6,3,0.64,3,1392,-2,5,-8,-0.8,1,2
c1ccc(-c2nc(N3CCOCC3)s[n+]2-c2ccccc2)cc1,0,1,0.13,-6,1652,3,-2,-1,-0.2,1.1,1
NC(=S)/N=C/c1c(O)[nH]c(=O)[nH]c1=O,-7,-11,0.69,-6,1532,5,4,-5,-0.2,1.1,0
CC(=NCC1CCCO1)c1c(O)n(-c2ccccc2)c(=O)[nH]c1=O (centres undefined),-12,0,.,-4,1558,12,9,-5,3.3,1,-5
O=C1CC(=O)N(c2cccc(Cl)c2)C(=O)N1,-7,-9,.,22,1641,11,0,-3,-7.9,0.8,-2
Cc1cccc(-n2c(O)c(C)c(=O)[nH]c2=S)c1,3,-8,0.047,-8,1647,5,8,-8,0.1,1.1,5

# In another format: results already given.
# The line under a structure holds: TLR4-MyD88 BLA | S1P3 antagonist | ROMK mod | bIAP inhibitor | TR-FRET SRC-2 ct | PPARg SRC2 recr | PPARg SRC1 recr | Lmaj promast | DTT redox prof | bIAP act | PPARg SRC3 recr
> Nc1cccc(N=Cc2c(O)n(Cc3ccc(F)cc3)c(=O)[nH]c2=O)c1
→ 1 | -1 | . | 7 | 1499 | 6 | 1 | 4 | 2.5 | 0.9 | -1
> Cc1c(C(c2ccccc2Cl)c2c(O)c3ccccc3oc2=O)c(=O)n(-c2ccccc2)n1C (centres undefined)
→ -8 | 5 | 0.64 | 11 | 1628 | 9 | 6 | 0 | 0.0 | 0.9 | 5
> Nc1c(C(=O)NCCCc2ccccc2)c2nc3ccccc3nc2n1Cc1cccs1
→ -53 | . | 0.26 | -7 | 1502 | -2 | -6 | 48 | 0.9 | 1.1 | -3
> O=C1CN=C(c2ccc(Br)cc2)c2oc3ccccc3c2N1
→ 5 | . | . | 11 | 1588 | 8 | 6 | -5 | -8.6 | 0.9 | 7
> O=c1[nH]c(=S)n(-c2ccc(Br)cc2)c(O)c1C=Nc1ccc(N2CCOCC2)cc1
→ -5 | -3 | 0.0084 | -30 | 1970 | 22 | 17 | 23 | 0.1 | 1.3 | 9
> CC1C(c2cccs2)=[N+]([O-])C(C)(C(=O)c2ccc(Cl)cc2)N1O (centres undefined)
→ 1 | . | . | . | 1626 | -3 | 8 | 4 | -1.0 | . | 8
> CCOc1ccc(-n2c(O)c(C=Nc3ccc(N4CCOCC4)cc3)c(=O)[nH]c2=O)cc1
→ -4 | -1 | . | -6 | 1778 | 2 | 0 | -5 | 2.6 | 1.1 | 10
> COc1ccc(C2=NCC(=O)N(CC(=O)NCc3ccco3)c3sc4c(c32)CCCC4)cc1OC
→ -9 | -21 | -0.43 | -6 | 1559 | -2 | -2 | 9 | 0.1 | 1.1 | 9

# Remaining list, next part
SMILES,TLR4-MyD88 BLA,S1P3 antagonist,ROMK mod,bIAP inhibitor,TR-FRET SRC-2 ct,PPARg SRC2 recr,PPARg SRC1 recr,Lmaj promast,DTT redox prof,bIAP act,PPARg SRC3 recr
COc1cccc(NC(=O)CN2CC(c3ccccc3)CC2=O)c1 (centres undefined),-3,.,.,-1,1607,-4,6,-8,-3.3,1,4
O=C(Nc1ccc2ccccc2c1)c1nn(C23CC4CC(CC(C4)C2)C3)cc1Br,0,.,.,9,1542,2,-2,28,-3.0,0.9,3
C[n+]1c(-c2ccccc2)cc(-c2ccc(Cl)cc2)cc1-c1ccccc1,4,-5,-1.4,4,1430,-4,3,99*,0.6,1,-2
COc1ccc(N2C(=O)NC(=O)C(CCc3ccncc3)(CCc3ccncc3)C2=O)cc1,0,.,0.76,2,1664,4,-4,-7,0.6,1,5
COc1ccc([N+](=O)[O-])cc1N=Cc1c(O)n(CCc2ccccc2)c(=O)n(C(C)C)c1=O,3,-22,-0.38,12,1507,6,4,27,-1.2,0.9,1
C[C@H]1CCC/C=C/C2C[C@H](O)CC2[C@H](O)/C=C/C(=O)O1 (some centres undefined),8,46*,.,12,1460,-1,8,-7,0.3,0.9,2
CCCCCCn1c(=O)c(C(=O)Nc2nnc(C)s2)c(O)c2ccccc21,-22,-10,-0.01,5,1651,-6,-4,4,-0.5,0.9,3
CN1C2CCC1CC(OC(=O)c1cc(Cl)cc(Cl)c1)C2 (centres undefined),14,.,-0.42,-2,1386,-5,5,26,0.2,1,4
O=c1[nH]c(=S)n(C2CC2)c(O)c1/C=N/Nc1ccccc1,-4,-7,.,20,1623,6,2,89*,0.2,0.8,1
O=c1cc(C2CCNCC2)[nH][nH]1,3,-15,.,8,1524,1,0,-2,-0.2,0.9,-4
CCC12CN3CCN(CC(C3)/C1=N/NC(N)=O)C2,1,3,0.16,14,1704,6,18,-6,0.3,0.9,3
CNCC(O)c1cccc(OC(=O)c2ccccc2C)c1 (centres undefined),0,-36,.,-3,1381,-5,-6,23,2.6,1,-3
